Screening results (PubChem)
CSM14.1 death rescue: rescue of cells from ER stress-induced death, primary screen, 384-well, CSM14.1, thapsigargin, ATP luminescence (AID 1222); 190,000 tested, under 10 active; one-dose cellular ATP content (survival), % at 20 µM; EC50 in µM for titrated hits; CSM14.1 thapsigargin-induced death rescue, ATP luminescence; higher % means a stronger effect;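 active = EC50 below 50 µM in the dose-response confirmation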;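 also: death triggered by thapsigargin at about 15 µM added after 2 h compound pretreatment; cell ATP read after overnight thapsigargin exposure of roughly 18 to 22 hours; normalized against plate controls of thapsigargin alone and 5% DMSO vehicle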
P. falciparum M17LAP: P. falciparum M17LAP inhibitors, primary screen, biochemical, fluorogenic H-Leu-NHMec substrate, 1536-well (AID 1619). one-dose inhibition, % at 30 µM; IC50 in µM for titrated hits. 0.38% of 220,000 active. recombinant M17LAP, H-Leu-NHMec fluorogenic kinetic assay; higher % means a stronger effect;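 active = compound inhibiting the enzyme by more than half at any dose during confirmatory dose-response retesting; inconclusive = strong single-dose inhibitors picked by rank but not retested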;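 also: plate controls were full reaction with DMSO carrier for no effect and no enzyme background for full effect; strong numbers were not always called active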
P. falciparum M1AAP: P. falciparum M1AAP inhibitors, biochemical, fluorogenic H-Leu-NHMec substrate, 1536-well (AID 1445) | Aminopeptidase N (Plasmodium falciparum (isolate 3D7)) | recombinant M1AAP, H-Leu-NHMec fluorogenic kinetic assay; higher % means a stronger effect | one-dose inhibition, % at 30 µM; IC50 in µM for titrated hits | 0.42% of 220,000 active;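 active = primary inhibition above the hit cutoff, then over 50% inhibition at one or more dose response concentrations, cut at about 23% in these data, passing the limit was not always enough; inconclusive = conflicting primary data, or primary hits not chosen for dose response; inactive = low primary inhibition, or under 50% at every dose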;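 also: plate controls were DMSO full reaction for no effect and no enzyme background for full effect; strong numbers were not always called active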
NOD2 inhibition: NOD2 signaling inhibitors, cell-based, luminescence, uHTS, HEK293 (AID 1566); inhibition, % at 4 µM, or EC50 in µM where a hit was titrated; 0.63% of 290,000 active; HEK293 NOD2/NF-kB luciferase reporter, luminescence; higher % means a stronger effect; also: many of its hits are not listed in these tables
AID2073: inhibitors of Mint1-CaV2.2 protein interaction, biochemical, HTRF (AID 2073); one-dose inhibition, % at 20 µM; IC50 in µM for titrated hits; HTRF protein-protein interaction, Mint1-CaV2.2; higher % means a stronger effect; 0.19% of 290,000 active; in the data active = inhibition mostly above about 51%, no sharp cut-off; inconclusive = no clear call, values can overlap the other calls; inactive = mostly below about 53%; also: some results filed as inactive read as strong as hits
Hep lipid drop: inhibitors of hepatocyte lipid droplet formation, primary screen, imaging, high-throughput imaging, BODIPY stain; inhibition, % at 6.5 µM; 0.4% of 240,000 active; AID 1656, 2009; AML12 mouse hepatocytes, oleate lipid droplets;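 active = lipid droplet intensity inhibited by at least 50%, with more than 500 cells counted; inconclusive = wells with under 300 cells, treated as cytotoxic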
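Assay system: AML12 hepatocytes (mouse) / Also added: 100 µM oleic acid challenge / Times: overnight treatment with compound plus oleate / Detection: high-content imaging of BODIPY-stained droplets and DAPI nuclei / Evaluation: % inhibition of lipid droplet signal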
Siah-1 displacement: Siah-1 peptide-binding antagonists, primary screen, biochemical, fluorescence polarization, rhodamine-plectin, uHTS (AID 1817). E3 ubiquitin-protein ligase SIAH1 (Homo sapiens). Siah-1 / rhodamine-plectin peptide fluorescence polarization; higher % means a stronger effect. displacement, % at 20 µM; hits with a dose series show IC50 in µM. 0.02% of 290,000 active;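 active = displacement of at least 50% at 20 µM, with a fluorescence ratio check between 0.3 and a set limit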;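 also: plate controls were Siah plus tracer with DMSO for no effect and tracer alone without Siah for full effect; strong numbers were not always called active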
XIAP antagonists: XIAP antagonists, biochemical, IAP family, fluorescence polarization (AID 1018). XIAP BIR domain, fluorescence polarization peptide displacement; higher % means a stronger effect. displacement, % at 20 µM; hits with a dose series show IC50 in µM. 0.007% of 200,000 active; in the data active = displacement above about 50%; also: a part of the inactive calls stands beside numbers as strong as those of hits
LYP inhibition: inhibitors of LYP phosphatase, biochemical, fluorescence intensity, uHTS (AID 1779); Tyrosine-protein phosphatase non-receptor type 22 (Homo sapiens); recombinant LYP phosphatase, fluorescence intensity; higher % means a stronger effect; inhibition, % at 11.5 µM, or IC50 in µM where a hit was titrated; 0.054% of 290,000 active;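 also: plate controls were vehicle with enzyme for no effect and no enzyme for full effect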
Hep lipid drop cells 6.5 µM: second read-out of Hep lipid drop, no call of its own (marks repeat the call); cell count; measured here: cell count, cytotoxicity flag;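 cells counted across two imaged fields per well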
* hit, by the source's call; ? = inconclusive; nt = not tested or not shown. Rule as the data show it, unless noted: active = inhibition above about 50%; inactive = the rest.

molecule,P. falciparum M1AAP,XIAP antagonists,AID2073,Hep lipid drop cells 6.5 µM,Siah-1 displacement,NOD2 inhibition,LYP inhibition,P. falciparum M17LAP,CSM14.1 death rescue,Hep lipid drop
Cc1ccc(C(O)c2ccc(-n3ccnc3)cc2)cc1 (stereo not drawn),nt,nt,-7.5%,731,2.5%,11.1%,-11.1%,nt,nt,-0.2
COCCn1c(SCC(=O)c2ccc(CNC(C)=O)o2)nc2ccccc2c1=O,9.1%,-0.8%,-36.7%,nt,1.6%,20.1%,-1.2%,12.4%,3.8%,nt
O=C(NCc1ccco1)C1CCC(N2C(=O)c3ccccc3C2=O)CC1 (stereo not drawn),8.4%,-4.3%,-0.3%,nt,3.2%,11.2%,5.6%,-7.3%,-0.4%,nt
Cc1cc(C)c2c(N)c(C(=O)N3CCc4ccccc4C3)sc2n1,11.4%,-8.2%,-0.7%,677,-0.4%,15.6%,-7.0%,-1.5%,3.8%,-1.8
Cc1ccc2nc(-c3ccccc3)cn2c1,0.1%,-0.1%,?,nt,2.6%,26.7%,-7.4%,5.5%,-4.6%,nt
COc1ccc(C(C)=O)cc1CN1C(=O)NC2(CCCCCCC2)C1=O,2.1%,-9.7%,2.0%,725,-7.0%,4.7%,-3.9%,4.5%,6.1%,15.6
CC[n+]1c(/C=C/c2cc([N+](=O)[O-])ccc2O)ccc2ccccc21,nt,nt,4.5%,827,0.4%,-0.6%,-4.5%,nt,nt,-7.3
O=C(Cn1c(=O)c2cccn2c2ccc(F)cc21)N1CCN(c2ccc(F)cc2)CC1,nt,nt,4.5%,598,5.7%,7.9%,-7.5%,nt,nt,-32.3
O=S(=O)(NCc1cccs1)c1cccc(S(=O)(=O)N2CCCCC2)c1,16.0%,-4.8%,10.2%,nt,-1.1%,2.2%,-2.6%,-5.2%,-2.2%,nt
O=C(CCN1C(=O)S/C(=C/c2ccc(F)cc2)C1=O)Nc1ccc(O)c(C(=O)O)c1,nt,nt,7.1%,680,5.2%,19.0%,-12.2%,nt,nt,0.2
O=C(CNC(=O)c1ccccc1F)OCc1nc2ccccc2s1,6.7%,-9.3%,-4.2%,671,5.1%,-15.2%,4.6%,12.6%,-1.6%,13.3
COc1ccc(NS(=O)(=O)c2cn(C)nc2C)cc1,nt,nt,7.0%,833,6.7%,1.2%,-10.3%,nt,nt,6.1
O=C(OC(C(=O)Nc1ccc(Cl)cc1C(F)(F)F)c1ccccc1)c1c(Cl)cccc1Cl (stereo not drawn),4.9%,-7.0%,6.5%,486,-0.5%,-9.2%,0.7%,16.5%,-2.6%,-21.4
O=C(CCC(=O)Nc1ccc(Cl)cc1)N/N=C/c1ccc2c(c1)OCO2,nt,nt,4.6%,689,-0.3%,-43.4%,-1.7%,nt,nt,4.1
O=C(O)COc1ccc(/C=C2/SC(=S)N(Cc3ccccc3)C2=O)cc1,nt,nt,8.4%,816,1.2%,0.9%,-8.4%,nt,nt,-9.4
COc1ccc(NC(=O)N2CCCC2C(=O)NCCc2ccccc2)cc1 (stereo not drawn),nt,nt,4.5%,792,2.6%,-25.0%,-4.4%,nt,nt,1.0
Cc1nc2ccccc2c(=O)[nH]1,4.8%,-7.3%,1.5%,778,-4.5%,8.3%,-5.1%,-3.4%,-3.1%,-2.4
COC(=O)CCCC[C@H]1SC[C@H]2NC(=O)N[C@]21O,3.1%,-12.2%,-22.6%,630,0.9%,-4.8%,-1.4%,13.8%,1.8%,4.6
CSCc1ccc(C(=O)N2CCCC(Nc3ccc(F)cc3)C2)o1 (stereo not drawn),nt,nt,-1.4%,881,-4.5%,13.6%,-5.8%,nt,nt,0.4
O=C(NNc1ccccc1Cl)C(O)(c1cccc(C(F)(F)F)c1)c1cccc(C(F)(F)F)c1,-1.3%,-15.6%,-3.8%,646,2.7%,-34.3%,-5.0%,6.5%,-2.6%,-6.4
CCCc1cc(=O)oc2c(C)c(OCC(=O)NCCCN3CCOCC3)ccc12,nt,nt,4.1%,667,1.6%,19.7%,-9.4%,nt,nt,-3.2
CCc1ccc(NC(=O)C(=O)NCCN2CCN(Cc3ccc([N+](=O)[O-])cc3)CC2)cc1,3.4%,-5.5%,16.9%,621,3.2%,30.7%,-3.3%,-0.6%,10.8%,-6.9
CCOC(=O)C1CCN(C(=O)CSc2nc(N)cc(=O)[nH]2)CC1,nt,nt,-1.1%,855,1.9%,6.3%,-4.5%,nt,nt,0.2
CCCCN(CC)C(=O)c1n[nH]c(=O)c2ccccc12,0.6%,-9.6%,0.1%,772,0.8%,-11.7%,-1.4%,5.0%,-1.1%,-2.0
COC(=O)[C@H](Cc1ccccc1)[C@@H](C)OS(N)(=O)=O,nt,nt,0.6%,772,5.1%,7.4%,-6.7%,nt,nt,-19.2
COc1cc(NC(=O)c2cccs2)c(C(=O)OCC(=O)NCc2ccco2)cc1OC,5.1%,3.0%,29.0%,778,15.3%,4.3%,7.0%,9.3%,-1.1%,-8.3
O=C(Cn1c2c(c(=O)n3ncnc13)CCC2)N/N=C/c1ccc(Cl)cc1,-4.5%,nt,-6.8%,694,-1.4%,6.0%,0.7%,-3.0%,nt,1.4
COc1ccc(C2CC(c3ccccc3)n3nnnc3N2)cc1 (stereo not drawn),-1.4%,-0.4%,-0.8%,801,-0.1%,3.8%,-2.9%,-30.8%,-0.7%,13.0
O=C(CNS(=O)(=O)c1ccc(F)cc1)N1CCN(c2ccc(F)cc2)CC1,1.1%,-9.4%,45.1%,737,2.2%,-2.0%,-4.2%,15.4%,-0.2%,6.5
COCCN=C1NN=C(c2ccc(NC(C)=O)cc2)CS1,4.4%,-4.2%,31.7%,719,-0.4%,3.5%,2.2%,0.2%,-0.6%,23.5

molecule,P. falciparum M1AAP,XIAP antagonists,AID2073,Hep lipid drop cells 6.5 µM,Siah-1 displacement,NOD2 inhibition,LYP inhibition,P. falciparum M17LAP,CSM14.1 death rescue,Hep lipid drop
N#Cc1ccc(COC(=O)CCc2c[nH]c3ccccc23)cc1,nt,nt,7.2%,798,2.2%,7.9%,-2.8%,nt,nt,-13.3
CCC(=O)NC(=S)Nc1ccc(NC(=O)COc2ccc([N+](=O)[O-])cc2)cc1,5.8%,-5.6%,-3.5%,699,9.7%,-21.8%,-0.4%,-1.5%,1.3%,-3.2
CN(C)/C=C(\C#N)C(=O)N/N=C/c1ccc(F)cc1,6.7%,-5.8%,-6.5%,669,-0.7%,6.7%,7.8%,3.7%,-1.3%,10.4
NC1=NC(c2ccc(Cl)cc2)N(c2ccc(S(N)(=O)=O)cc2)C(N)=N1 (stereo not drawn),12.3%,nt,2.0%,721,0.8%,2.7%,-6.7%,6.3%,nt,2.4
COc1cc(C2CC(=O)c3c([nH]c(C(=O)OCCOC(C)C)c3C)C2)cc(OC)c1OC (stereo not drawn),3.7%,-2.8%,-1.9%,621,8.5%,23.4%,-3.3%,7.4%,nt,-3.0
CCOc1ccc(NCc2cc3c(C(C)(C)C)nn(-c4ccccc4)c3[nH]c2=O)cc1,?,-2.0%,11.2%,746,-4.9%,14.9%,-8.1%,16.0%,1.0%,16.7
Cc1ccc(S(=O)(=O)N2CCOCC2)cc1C(=O)Nc1cccc(S(=O)(=O)N2CCCC2)c1,4.3%,-7.3%,0.8%,711,3.1%,3.5%,-1.5%,3.3%,-0.8%,-15.0
c1ccc(-c2nnc(SCc3nc4ccccc4[nH]3)n2Cc2ccco2)cc1,5.3%,-0.1%,-23.0%,nt,1.5%,-0.6%,-2.1%,35.2%,0.4%,nt
O=C(/C=C/c1ccccc1)NCCc1nc2ccccc2[nH]1,5.6%,nt,35.6%,751,1.1%,27.8%,-6.9%,12.3%,nt,20.8
O=C(CN1CCN(Cc2ccccc2)CC1)Nc1nc2ccccc2s1,nt,nt,0.6%,837,-0.3%,11.4%,-8.9%,nt,nt,-11.0
Cc1cc(=O)oc2cc(OC(C)C(=O)NCCCN3CCCC3=O)c(Cl)cc12 (stereo not drawn),nt,nt,10.2%,728,1.5%,3.7%,-6.7%,nt,nt,-1.0
CC(C)C(=O)NC(=S)Nc1ccc(S(=O)(=O)NC2CCCCC2)cc1,nt,nt,-2.1%,718,-2.6%,18.4%,-2.4%,nt,nt,-7.3
Cc1nc(Cl)c(N=Cc2cccc([N+](=O)[O-])c2)c(Cl)n1,nt,nt,-6.3%,760,10.8%,1.7%,-9.1%,nt,nt,-5.7
NS(=O)(=O)c1ccc(NC(=S)NC(=O)c2ccc(-c3ccccc3)cc2)cc1,-0.2%,-10.7%,47.3%,602,26.0%,13.2%,-4.4%,-2.6%,6.6%,39.3
CC(C)(C)c1ccc(OCC(=O)NN2Cc3ccccc3C2=N)cc1,4.0%,2.4%,-5.6%,714,12.1%,7.2%,0.5%,37.2%,-0.7%,0.1
Cc1cc(=O)n2nc(N3CCC(C(=O)NCCc4ccccc4)CC3)sc2n1,3.9%,-0.2%,-1.4%,681,-3.4%,13.8%,-2.3%,13.9%,-6.0%,4.9
COc1ccc(NC(=O)CN2C(=O)NC(c3ccccc3)(c3ccccc3)C2=O)cc1,nt,nt,7.1%,781,1.1%,-4.1%,-7.9%,nt,nt,-6.1
CCCCOc1ccc(C(=O)NCc2ccco2)cc1,5.0%,0.0%,7.3%,nt,2.0%,-0.2%,-1.1%,9.9%,-0.4%,nt
CC(=O)N1C(C(=O)O)CSC1c1ccc(C)cc1 (stereo not drawn),9.1%,-5.9%,-1.6%,nt,-1.3%,-0.7%,-10.2%,9.4%,-0.8%,nt
CC1C2NC(=O)N(Cc3ccccc3)C1(C)Oc1ccccc12 (stereo not drawn),-4.2%,-0.7%,10.8%,682,8.0%,11.8%,0.4%,-2.2%,-7.1%,1.9
CCc1cc(C(=O)N(C)CC(=O)N(CC(C)C)c2c(N)n(CC(C)C)c(=O)[nH]c2=O)sc1C,nt,nt,8.0%,768,2.8%,3.4%,-5.2%,nt,nt,7.5
COc1ccccc1NC(=O)Nc1ccc(C(=O)N2CCCCC2)cc1,4.7%,nt,0.0%,643,1.6%,-67.5%,-3.3%,7.7%,nt,2.5

Not all compounds are listed, so the mix of outcomes need not match the whole.
